IDE cell activ – IDE (human) activation, cell-based; 340,000 tested, 0.073% active; P14735; activation, % at 5.96 µM; HEK cells, FAbeta-B cleavage, fluorescence polarization; 0% vehicle, 100% cell-free pure enzyme wells;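 active = activation above the mean of all tested compounds plus 3 SD, set per screening campaign, cut at about 17% in these data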
IMP-1 inhibitor – blocks Pseudomonas aeruginosa IMP-1 metallo-beta-lactamase; purified IMP-1, nitrocefin hydrolysis, epi-absorbance fluorescence; inhibition, % at 5.6 µM; AID 1556; 290,000 tested, 0.45% active;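 active = inhibition above the mean plus 3 SD of all compounds in the same screening run, cut at about 4.5% in these data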;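 also: 0% = IMP-1 with DMSO and 100% = DMSO wells lacking enzyme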
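System: purified IMP-1 / Input: IMP-1 dispensed at 0.2 nM / Medium: 50 mM HEPES pH 7.1, 50 µM ZnSO4, 0.05% Brij 35 / Timing: 15 min enzyme–compound preincubation, then 25 min nitrocefin reaction, 25 °C / Technique: plate fluorescence quenching by hydrolysis product, ex 480/em 530 nm / Repeats: singlicate testing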
M18AAP inhibitor – PfM18AAP enzyme inhibition; inhibition, % at 7.35 µM; 290,000 tested, 1.2% active; recombinant PfM18AAP, H-Glu-NHMec fluorogenic cleavage; AID 1822;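 active = inhibition above the campaign mean inhibition over all tested compounds plus 3 SD, cut at about 28% in these data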;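 also: 0% = plate median of test compound wells and 100% = 2 mM ZnCl2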
IDE inh – inhibitors of human insulin-degrading enzyme in cells; P14735; HEK cells, FAbetaB cleavage, fluorescence polarization; inhibition, % at 5.59 µM; 320,000 tested, 0.41% active; AID 434962;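 active = percent inhibition above the average of all tested compounds plus 3 SD, set per screening campaign, cut at about 16% in these data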;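 also: IDE supplied by intact live HEK cells; FP after avidin binding of uncleaved biotin substrate so inhibition keeps polarization high; 0% = DMSO wells and 100% = 60 µM reference IDE inhibitor Ii1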
GPR7 antagonist – human neuropeptides B/W receptor 1 antagonism; inhibition, % at 4.4 µM; 290,000 tested, 1.1% active; GPR7-expressing cells, fluorescence antagonist assay; P48145; AID 1861; in the data active = inhibition above about 16%, passing the limit was not always enough;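 also: cells stimulated with the agonist NPW; 0% = agonist with vehicle and 100% = vehicle without agonist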
Target sequence (P48145 whole entry, looked up): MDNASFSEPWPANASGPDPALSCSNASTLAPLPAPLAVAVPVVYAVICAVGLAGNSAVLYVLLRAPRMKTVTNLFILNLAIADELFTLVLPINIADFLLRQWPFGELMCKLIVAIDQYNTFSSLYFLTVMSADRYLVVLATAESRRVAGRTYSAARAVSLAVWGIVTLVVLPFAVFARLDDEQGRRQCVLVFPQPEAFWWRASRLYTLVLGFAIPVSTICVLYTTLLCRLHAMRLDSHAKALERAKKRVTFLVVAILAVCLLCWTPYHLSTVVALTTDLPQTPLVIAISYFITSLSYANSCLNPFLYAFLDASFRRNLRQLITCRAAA
p-CIP stab down – lowers stability of the mouse p/CIP coactivator protein. decrease of EGFP signal, % at 10 µM. F442A p/CIP-EGFP cells, EGFP fluorescence, 16 h. AID 1984. 290,000 tested, 0.01% active;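 active = EGFP signal decrease of at least 30% at 10 µM or well 3 SD below plate mean, unless failing retest; inactive = the rest, including hits failing retest or dose response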; also: some compounds called inactive have numbers as strong as hits; many of its hits are not listed in these tables
PHOSPHO1 block – blocks human PHOSPHO1 phosphatase activity; 290,000 tested, 1.1% active; inhibition, % at 13.3 µM; recombinant PHOSPHO1, absorbance phosphatase assay; Q8TCT1; in the data active = inhibition above about 60%
Target sequence (Q8TCT1 whole entry, looked up): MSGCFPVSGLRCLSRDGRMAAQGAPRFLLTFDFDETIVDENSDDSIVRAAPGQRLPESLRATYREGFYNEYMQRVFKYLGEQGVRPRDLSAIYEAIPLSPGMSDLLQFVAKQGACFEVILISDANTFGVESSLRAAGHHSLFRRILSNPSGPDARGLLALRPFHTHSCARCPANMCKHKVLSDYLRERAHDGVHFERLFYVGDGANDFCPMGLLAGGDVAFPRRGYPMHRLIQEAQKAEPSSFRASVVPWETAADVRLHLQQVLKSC
NALP1 yeast inh – inhibitors of NALP1 inflammasome in yeast; inhibition, % at 10 µM; S. cerevisiae NALP1/ASC/caspase-1 growth, X-gal OD620, 72 h; 280,000 tested, 0.61% active; in the data active = inhibition mostly above about 24%, no sharp cut-off; inactive = mostly below about 32%; also: some compounds called inactive have numbers as strong as hits
VIM-2 inh – blocks Pseudomonas aeruginosa VIM-2 metallo-beta-lactamase; inhibition, % at 5.6 µM; 290,000 tested, 0.89% active; purified VIM-2, nitrocefin hydrolysis, epi-absorbance fluorescence; AID 1527;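 active = inhibition above the mean of all tested compounds plus 3 SD, cutoff set per screening run, cut at about 7.5% in these data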;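 also: red hydrolysis product quenches plate fluorescence so inhibitors raise well fluorescence; 0% = enzyme with DMSO and 100% = DMSO without enzyme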
* = called active by the depositor; / = not tested or not shown.

SMILES | IDE cell activ | IMP-1 inhibitor | M18AAP inhibitor | IDE inh | GPR7 antagonist | p-CIP stab down | PHOSPHO1 block | NALP1 yeast inh | VIM-2 inh
O=c1[nH]c2ccccc2n1Cc1ccc(F)cc1 | 1 | -1.8 | 6 | -1 | -7 | -16 | 31 | 25 | 1.2
COc1ccc(OC)c(/C=C2/Sc3ccccc3C2=O)c1 | -62 | 0.4 | 5 | 13 | -3 | -13 | 37 | 17 | -2.7
C=CCn1c(COc2ccccc2)nnc1SCC(=O)Nc1ccc(S(N)(=O)=O)cc1 | 9 | -4.2 | -1 | 1 | -2 | -1 | 21 | 11 | -4.4
O=C(NCCCN1CCN(c2ccccc2)CC1)C1CCCN(c2ncnc3c2nc2n3CCCCC2)C1 (stereo not drawn) | 5 | -3.3 | 1 | -3 | -9 | 0 | 44 | 12 | 0.4
Oc1ccc(C=Nc2cccc3ncccc23)c(O)c1 | 0 | -3.1 | 18 | 5 | -9 | -4 | -3 | -17 | -1.4
CCOC(=O)c1cc2n(c1C)-c1ccccc1C2=O | 0 | -1.6 | 1 | 3 | 9 | 1 | 2 | 3 | 4.9
O=C(O)c1cc(-c2ccc(O)cc2)nc2ccccc12 | / | -6.0 | -1 | -5 | -12 | -5 | -5 | 0 | -3.7
CCCn1c2c(c(O)c(C(=O)Nc3ncccc3C)c1=O)CCCC2 | 8 | -2.9 | -3 | 2 | -9 | 8 | -2 | 14 | -3.5
CC(C)CC1NC(=O)N(CCCCN2C(=O)c3ccccc3C2=O)C1=O (stereo not drawn) | 4 | -1.6 | -2 | 2 | -9 | -14 | 20 | 7 | -1.5
O=C(OCc1nnc(-c2ccccc2)o1)C1CCN(S(=O)(=O)c2cccs2)CC1 | 2 | -0.3 | -5 | -2 | 19 | -4 | -18 | 0 | 0.1
CN(C)CCO[C@@H](c1ccc(Cl)cc1)c1ccccn1 | -4 | -2.2 | -12 | -2 | -11 | -10 | 4 | 16 | -1.1
O=C(NC1CCCCCC1)c1cccc(N2CCCC2=O)c1 | 3 | -0.9 | -3 | 6 | 16 | -8 | 6 | / | -1.6
Cc1ccc(N(C(=O)CNC(=O)c2ccco2)C(C(=O)NC2CCCC2)c2cccnc2)cc1 (stereo not drawn) | 2 | -4.4 | -9 | 6 | 5 | 13 | 24 | 0 | -6.4
Cc1ccccc1C(=O)Nc1ccnn1C1CCN(C2CCSCC2)CC1 | 0 | -2.2 | 3 | 1 | -5 | 5 | 13 | 6 | -2.1
CC1=C(C(=O)OCc2ccccc2)C(c2cccc([N+](=O)[O-])c2)NC(=O)N1CCCCCC(=O)O (stereo not drawn) | 3 | -2.2 | -2 | -3 | -13 | 7 | 6 | 37 | 0.9
O=C(c1ccco1)N1CCN=C1SCc1c(F)cccc1Cl | 3 | -2.5 | 9 | 4 | -6 | -2 | 16 | 2 | -3.0
O=c1cccc(-c2ccccc2)[nH]1 | -1 | 0.7 | 1 | -1 | 12 | 6 | 9 | 13 | 1.2
CS(=O)(=O)N(Cc1ccccc1)c1ccc(C(=O)NCC2CCCO2)cc1 (stereo not drawn) | -5 | -5.2 | 7 | 13 | -7 | 7 | 1 | 36 | -1.9
CCCC1(C(=O)OCC)NC(c2ccc(N(C)C)cc2)C2C(=O)N(c3ccc(OCC)cc3)C(=O)C21 (stereo not drawn) | 7 | -0.3 | -5 | 8 | -13 | -6 | 25 | 10 | -1.1
O=C(CN1CCC(O)(c2cccc(F)c2)CC1)NCCc1c[nH]c2ccccc12 | 3 | -3.2 | 0 | -3 | -1 | -9 | 30 | / | -1.9

In a second layout: entries from further up.
| IDE cell activ | IMP-1 inhibitor | M18AAP inhibitor | IDE inh | GPR7 antagonist | p-CIP stab down | PHOSPHO1 block | NALP1 yeast inh | VIM-2 inh | mol |
| --- | --- | --- | --- | --- | --- | --- | --- | --- | --- |
| 2 | -0.3 | -5 | -2 | 19 | -4 | -18 | 0 | 0.1 | O=C(OCc1nnc(-c2ccccc2)o1)C1CCN(S(=O)(=O)c2cccs2)CC1 |
| -4 | -2.2 | -12 | -2 | -11 | -10 | 4 | 16 | -1.1 | CN(C)CCO[C@@H](c1ccc(Cl)cc1)c1ccccn1 |
| 3 | -0.9 | -3 | 6 | 16 | -8 | 6 | / | -1.6 | O=C(NC1CCCCCC1)c1cccc(N2CCCC2=O)c1 |
| 2 | -4.4 | -9 | 6 | 5 | 13 | 24 | 0 | -6.4 | Cc1ccc(N(C(=O)CNC(=O)c2ccco2)C(C(=O)NC2CCCC2)c2cccnc2)cc1 (stereo not drawn) |

More results follow:
SMILES | IDE cell activ | IMP-1 inhibitor | M18AAP inhibitor | IDE inh | GPR7 antagonist | p-CIP stab down | PHOSPHO1 block | NALP1 yeast inh | VIM-2 inh
COc1cc2nc(CN(C)Cc3nc4ccccc4c(=O)[nH]3)[nH]c(=O)c2cc1OC | 1 | -4.4 | 3 | 9 | -11 | -6 | 25 | 25 | -5.2
COc1ccc(-c2nnc(SCC(=O)N3CCCC3)o2)cc1OC | / | -1.7 | -1 | 2 | 0 | / | / | / | -1.5
Cc1cc(=O)[nH]c(SCn2nnc3ccccc3c2=O)n1 | 2 | -2.9 | -1 | 2 | 15 | -9 | -11 | 17 | -2.9
CC(C)C(=O)Nc1ccnc(-c2cccnc2)n1 | -4 | -2.1 | 0 | -5 | 20 | 0 | 8 | -3 | -1.9
COC(=O)C1C(c2ccccc2)C(C(=O)OCc2ccco2)C1c1ccccc1 (stereo not drawn) | -1 | -1.7 | 0 | 7 | 9 | -7 | 3 | 14 | -0.9
Cc1ccc2c(c1)N(CC(=O)N(Cc1ccccn1)Cc1ccco1)C(=O)C(C(C)C)O2 (stereo not drawn) | -2 | -3.0 | -2 | 0 | 8 | -6 | -20 | 8 | -3.1
Cc1cc2ccccc2c(=O)n1CC(=O)NCC(=O)N1CCCC1 | 3 | -3.8 | -2 | 0 | -17 | 2 | 40 | 25 | -4.0
O=C1CCCN1CCCNC(=S)Nc1ccc(Cl)cc1Cl | 4 | -3.5 | 4 | -4 | -10 | -9 | 16 | 2 | -2.3
O=P(CCO)(c1ccccc1)c1ccccc1 | 2 | -1.8 | -3 | 2 | -4 | 7 | -9 | 12 | -1.7
CN1CCN(Cc2nc3cc(NC(=O)COc4ccc([N+](=O)[O-])cc4)ccc3n2C)CC1 | 6 | 0.3 | 0 | 10 | -1 | -8 | 50 | -19 | -2.4
O=[N+]([O-])c1ccc2c(c1)Nc1nc3ccccc3nc1N2 | 2 | -1.4 | -18 | -7 | -7 | -1 | 30 | 0 | -3.2
O=C(CSc1nc2ccccc2s1)NC1CCS(=O)(=O)C1 (stereo not drawn) | -1 | -2.9 | 3 | 7 | -2 | 0 | 9 | 14 | -1.9
CCc1ccccc1N(C(C)=O)c1nc(CN=C=S)cs1 | 5 | -5.3 | -9 | 1 | 1 | -7 | -6 | -10 | -5.3
CCc1ccc(CNC(=O)C2Cc3cc(S(=O)(=O)N4CCCC4)ccc3N2C(C)=O)cc1 (stereo not drawn) | 4 | 0.1 | -2 | -1 | 2 | 1 | 28 | 16 | 0.6
COc1cc(NC(=O)c2noc(C)c2[N+](=O)[O-])c(OC)cc1Cl | -3 | -1.9 | 10 | 1 | -7 | 3 | 64* | 8 | -2.2
CCS(=O)(=O)N1CCC(C(=O)N2CCOCC2)CC1 | -1 | -6.9 | 2 | -5 | -11 | 0 | 38 | 8 | 1.5
O=C1CN(C(=O)COC(=O)c2oc3ccccc3c2COc2ccccc2)c2ccccc2N1 | 5 | -1.8 | -4 | -4 | -4 | -2 | -4 | 3 | -3.1
COC(=O)c1cn(CC(=O)Nc2ccc(OC)cc2)c2ccccc12 | 0 | -3.4 | 5 | 3 | -2 | -4 | 19 | 3 | -0.7
CC(C)(Cc1cc(CC(C)(C)C(=O)O)cc(C(C)(C)C)c1)C(=O)O | 6 | -2.8 | -2 | 2 | -2 | -12 | -19 | 4 | -1.9
N=C1/C(=C\c2coc3ccc(O)cc3c2=O)C(=O)N=C2SC=CN12 | -22 | 11* | 49* | 14 | -3 | -5 | 38 | 13 | 9.9*
O=S(=O)(c1ccc(-c2ccccc2)cc1)N1CCCCC1 | 1 | -2.0 | -1 | -1 | -9 | -2 | -8 | 10 | -2.0
CCOC(=O)C1CCN(C(=O)CN(C)S(=O)(=O)c2ccc3c(c2)c(=O)n(C)c(=O)n3C)CC1 | 1 | -1.5 | -4 | 7 | -14 | -12 | 29 | 14 | -1.4
COc1ccc2c(c1)N(C)/C(=C1/SC(=NCc3ccccc3)N(c3ccccc3)C1=O)S2 | 6 | -2.8 | 1 | 6 | -4 | 4 | 14 | 30 | -4.2
C=CCNC(=O)c1c(Cl)cnn1-c1ccc(C)cc1 | / | -0.2 | -3 | -1 | -5 | -15 | 11 | 7 | -1.9
COc1ccc(COC(=O)c2n[nH]c3ccccc23)cc1F | 1 | -1.7 | 2 | 3 | 7 | -4 | -3 | 27 | -4.0
CC(C)(NC(=O)N1CCOCC1)c1cccc(C(C)(C)NC(=O)N2CCOCC2)c1 | -3 | 0.3 | -10 | 1 | -9 | / | / | / | -0.5
O=C(Nc1ccc(F)cc1F)c1ccc2ncsc2c1 | 3 | -1.9 | 1 | 3 | -4 | -6 | 41 | 22 | -5.2
CCCNC(=O)C(=O)NCc1ccccn1 | 3 | -0.5 | 1 | -3 | 0 | 7 | -26 | 0 | 1.1
COc1ccc(/C=N/Nc2nnc(Cc3ccccc3)c(=O)[nH]2)cc1OC | 3 | -2.9 | 1 | 7 | -5 | 1 | 23 | 1 | -3.1
COc1ccc(C(CC(=O)N2CCN(c3ccccc3)CC2)c2c(O)cc(OC)cc2OC)cc1 (stereo not drawn) | 1 | / | / | -8 | / | -3 | 31 | -14 | /
CC1(C)CC(=O)c2cc(C(=O)NCc3ccco3)c(=O)n(-c3ccc(Cl)cc3)c2C1 | 2 | -1.9 | 0 | -3 | -4 | -6 | 2 | 27 | -3.5
CC(C)Cn1c(-c2cccs2)nc2ccccc21 | 3 | -2.2 | -10 | 0 | 2 | -4 | 26 | 14 | -1.6
O=C(CBr)N1CCc2ccccc2C(c2ccccc2)C1 (stereo not drawn) | 7 | -2.8 | 8 | 0 | -2 | 2 | 12 | -5 | -1.0
CCOC(=O)Cn1c(=O)c2c(nc(Br)n2Cc2ccccc2)n(C)c1=O | / | -2.0 | -3 | / | -9 | 7 | 21 | 15 | -1.0
NS(=O)(=O)c1ccc(CCNC(=O)CSc2ccc([N+](=O)[O-])cc2)cc1 | 2 | -2.0 | 5 | 10 | -9 | -1 | 4 | 21 | -2.7
COc1ccc2cc3cc(C(=O)NCCCN4CCc5ccccc5C4)sc3nc2c1 | 6 | 0.1 | 13 | 6 | 5 | -2 | -2 | 4 | 0.9
COC(=O)C1=CN(c2ccc(F)c(F)c2)C=C(C(=O)OC)C1c1ccc([N+](=O)[O-])cc1 | 2 | -1.9 | -8 | 3 | 0 | -12 | / | 16 | -2.1
O=C(NC1CC1)C1=C[C@@H](C2CCCCC2)C[C@@H](OCCCCO)O1 | 4 | -3.4 | -5 | 2 | -9 | -2 | -37 | 2 | -1.3
Cc1nc2ccccc2c(=O)n1CCCn1ccnc1 | 12 | -2.8 | 3 | 2 | -10 | -7 | 6 | 29 | -2.8
CNC(=O)COC(=O)c1cc2c(C)nn(-c3ccc(F)cc3)c2s1 | 4 | -2.2 | 9 | 3 | -5 | -3 | 34 | 3 | -2.9
COc1ccccc1-n1c(SCC(=O)NC2CCCC2)nc2cccnc21 | -4 | -3.4 | -2 | -2 | -4 | -6 | 20 | 4 | -1.4

From PubChem
